High-throughput results: PubChem, several laboratories
AddAB inh – less growth of phage-infected E. coli with AddAB; E. coli expressing H. pylori AddAB, absorbance growth; inhibition, % at 11.9 µM; hit rate 0.29% among 330,000; AID 435030; in the data active = inhibition above about 12%;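 also: 0% = vehicle wells of infected cells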
Wnt act – Wnt/beta-catenin pathway activation | AID 743398 | Wnt/beta-catenin reporter cell assay, activator, plate reader | hit rate 1.2% among 300,000 | activation, % at 9.35 µM; in the data active = activation above about 30%, passing the limit was not always enough;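 also: 0% = neutral control wells and 100% = positive control wells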
CAL PDZ FP-1 – blocks peptide binding to human CAL PDZ domain. Q9HD26. purified CAL PDZ, TMR-peptide fluorescence polarization, 1 h. inhibition, % at 20 µM. hit rate 0.02% among 330,000. AID 504414;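 active = highest replicate inhibition of at least 40%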;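 also: plate controls were DMSO neutral control wells for no effect and unlabeled competitor peptide control wells for full effect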
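Material: tagged CAL PDZ domain; buffer or medium: 25 mM sodium phosphate pH 7.4, 150 mM NaCl, TCEP, IgG, Thesit; compound dosing: single point, 20 µM; schedule: 1 h incubation at room temperature before polarization reading; measured by: FP readout, S and P plane fluorescence; read-out basis: percent inhibition from loss of millipolarization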
Ecoli viability – reduces bacterial viability in AddAB counter-screen; E. coli V3065 growth, OD600 absorbance, 18 h; inhibition, % at 11.9 µM; hit rate 0.27% among 330,000; AID 449728;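 active = inhibition above the campaign's mean inhibition across all tested compounds plus 3 SD, cut at about 9.9% in these data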;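 also: uninfected addAB+ strain grown without phage in ampicillin broth; 0% = DMSO wells and 100% = ciprofloxacin 0.95 µg/ml wells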
SR-BI DiI-HDL act – enhances SR-BI lipid uptake from DiI-HDL; CHO ldlA[mSR-BI] cells, DiI-HDL uptake fluorescence, 3 h; 100 = double the neutral-control signal; activation, % at 12.5 µM; hit rate 0.096% among 320,000; AID 504775;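 active = mean replicate activation of at least 60% and every replicate at or above 60%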;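 also: 0% = median plate neutral-control signal and 100% = twice that signal; values of inactives mirror those of a sister screen read the other way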
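Material – SR-BI-overexpressing, LDLR-lacking CHO cells · Medium – BSA-supplemented, HEPES-buffered Ham's F12, pH 7.4 · Doses – single concentration · Times – compound with DiI-HDL co-incubation, 3 h at 37 °C · Measured by – bottom-read fluorescence, 550/595 nm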
SR-BI HDL uptake – blocks mouse SR-BI lipid uptake from DiI-HDL | hit rate 0.96% among 320,000 | ldlA[mSR-BI] CHO cells, DiI-HDL uptake fluorescence, 3 h | Q61009 | AID 488896 | inhibition, % at 12.5 µM;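 active = mean replicate inhibition of at least 70% and a set share of replicates each scoring 70 or more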;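 also: 0% = median of neutral control wells and 100% = median of positive control wells; values of inactives mirror those of a sister screen read the other way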
Target sequence (Q61009 whole entry, looked up): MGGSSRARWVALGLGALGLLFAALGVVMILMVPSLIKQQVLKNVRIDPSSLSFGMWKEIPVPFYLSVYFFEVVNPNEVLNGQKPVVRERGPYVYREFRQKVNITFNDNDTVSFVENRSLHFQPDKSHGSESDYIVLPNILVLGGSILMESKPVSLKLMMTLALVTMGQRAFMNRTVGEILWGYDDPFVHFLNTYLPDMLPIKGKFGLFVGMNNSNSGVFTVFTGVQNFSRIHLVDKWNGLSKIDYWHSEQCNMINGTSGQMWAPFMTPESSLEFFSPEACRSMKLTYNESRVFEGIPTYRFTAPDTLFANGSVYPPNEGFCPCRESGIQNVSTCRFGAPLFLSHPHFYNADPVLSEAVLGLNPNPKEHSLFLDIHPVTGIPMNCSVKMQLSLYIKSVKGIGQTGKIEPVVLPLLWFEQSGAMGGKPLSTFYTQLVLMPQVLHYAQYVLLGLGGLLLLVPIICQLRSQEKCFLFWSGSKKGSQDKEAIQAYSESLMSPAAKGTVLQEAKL
CAL PDZ FP-2 – blocks peptide binding to the human CAL PDZ domain. Q9HD26. purified CAL PDZ, TMR-peptide fluorescence polarization, 1 h. inhibition, % at 24.9 µM. hit rate 0.92% among 300,000. AID 602252;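 active = mean inhibition of at least 30% with at least half of replicates also reaching 30%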;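 also: 0% = DMSO neutral control and 100% = excess unlabeled competitor peptide PRC23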
MITF act – MITF TRPM1 promoter activation in melanoma cells. SK-MEL-5 TRPM1-promoter luciferase, 24 h; % of positive control, neutral wells = 0. activation, % at 12.5 µM. hit rate 0.75% among 300,000. AID 588334;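 active = mean activation of at least 80% with every replicate also reaching 80%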;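 also: 0% = neutral control wells and 100% = parthenolide positive control wells; values of inactives mirror those of a sister screen read the other way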
phage Ecoli inh – E. coli growth loss with phage present | growth absorbance | inhibition, % at 11.9 µM | hit rate 0.26% among 360,000 | AID 651602; in the data active = inhibition above about 11%
Tat transport – inhibitors of E. coli Tat protein transport | inhibition, % at 10 µM | E. coli MC4100 TorA-mCherry Tat export, fluorescence | hit rate 0.036% among 340,000;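 active = mean replicate inhibition at least 50% and at least half of replicates individually reaching 50%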;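 also: exported cargo escapes ClpAP degradation while cytoplasmic cargo is degraded and loses fluorescence; 0% = median of neutral control wells and 100% = median of NaSCN control wells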
* = called active by the depositor; nt = no result given.

compound,AddAB inh,Wnt act,CAL PDZ FP-1,Ecoli viability,SR-BI DiI-HDL act,SR-BI HDL uptake,CAL PDZ FP-2,MITF act,phage Ecoli inh,Tat transport
COc1ccccc1C1CC(=O)Nc2cc3c(cc21)OCCO3 (centres undefined),-0.2,-5.9,-4.0,3.5,20.9,-20.9,-25.7,-35.3,2.9,5.4
CCO[C@@H]1OC(C(=O)NCc2nc3ccccc3[nH]2)=C[C@H](c2ccc(C(F)(F)F)cc2)[C@H]1CCCO,2.1,-2.0,-0.1,-3.8,-26.5,26.5,2.9,13.9,0.6,-1.3
NCCc1nnc(SCc2ccc(F)cc2)o1,-0.5,-0.6,-1.6,1.0,-1.6,1.6,-1.4,nt,0.5,-3.5
CCOC(=O)c1[nH]c2ccc(Br)cc2c1NC(=O)CCN1CCN(C(=O)OCC)CC1,-0.8,-0.8,-1.2,1.2,-4.1,4.1,-3.4,-2.4,1.7,-2.1
CCOc1ccc(CCNC(=O)Cc2ccc(S(=O)(=O)N3CCOCC3)s2)cc1OCC,-2.3,-6.7,-2.1,-0.6,18.3,-18.3,-1.9,-11.0,0.2,3.0
CCC1C(=O)Nc2nc(-c3ccccc3)c(-c3ccccc3)n2N=C1C (centres undefined),4.2,-1.4,-1.7,-0.9,22.7,-22.7,-0.7,nt,-0.8,-10.3
C=CCNc1nc(-c2ccccn2)nnc1-c1ccccc1,5.1,-3.5,-1.5,6.6,-7.6,7.6,-1.9,-78.3,7.8,6.2
COC(C(=O)Nc1ccnn1C1CCN(Cc2ccccn2)CC1)c1ccccc1 (centres undefined),-1.1,2.7,-1.8,1.1,9.1,-9.1,-4.0,-0.1,1.8,-7.4
CC(C)c1ccc(-c2nnn(CC(=O)N3CCCCC3)n2)cc1,0.1,-0.4,-6.2,0.9,0.2,-0.2,nt,nt,0.5,-5.3
COc1ccc(C(=O)c2cn[nH]c2-c2cc(C)ccc2O)cc1,0.4,4.1,-2.2,-0.9,-28.1,28.1,-2.1,-9.3,1.9,-0.7
CCN(CC(=O)NC1CCS(=O)(=O)C1)C(=O)c1ccc(S(=O)(=O)N(CC)CC)cc1 (centres undefined),2.8,2.7,0.5,-2.1,-2.1,2.1,-8.1,5.8,-0.5,-4.0
Cc1ccc(NC(=O)c2nc[nH]c2C(=O)NCCCNC(=O)c2[nH]cnc2C(=O)Nc2ccc(C)cc2)cc1,1.4,nt,-0.9,1.5,19.1,-19.1,-3.8,27.9,nt,-4.3
CC(OC(=O)c1ccc(S(=O)(=O)NCc2ccco2)cc1)C(=O)Nc1ccccc1 (centres undefined),1.8,-1.1,1.5,0.9,-0.5,0.5,-0.9,-12.7,1.6,-4.1
COc1ccc(NC(=O)CN(C)C(=O)c2cc(-c3ccco3)nc3ccccc23)cc1,-0.2,-8.1,-1.1,1.1,-27.6,27.6,-2.1,-3.5,2.9,-2.7
CC(NC(=O)Cc1ccccc1)C1COc2ccccc2O1 (centres undefined),-1.4,0.0,-0.5,-0.2,22.9,-22.9,0.5,-3.6,0.3,2.1
COc1ccc(NC(=O)C(C)Sc2nnc(C3CC3)n2C2CC2)cc1 (centres undefined),2.5,-3.4,-0.2,-1.5,20.7,-20.7,-0.9,5.3,0.9,-3.6
CC(C)C1(C2CCCC2)NC(=O)NC1=O (centres undefined),nt,-0.6,-1.1,nt,-2.5,2.5,-6.7,1.1,1.1,0.6
CSc1ccc(/C=N/NC(=O)COc2ccc(Br)cc2Cl)cc1,1.6,-2.0,-0.8,-0.7,5.7,-5.7,-2.1,1.6,2.4,10.6
COc1ccc(-n2cc(CN[C@H]3CCCCNC3=O)c(-c3cccc(F)c3)n2)cc1,2.9,2.6,-1.6,-1.6,nt,nt,-1.9,17.0,0.8,1.4
Cc1cc(C)c(S(=O)(=O)N2CCCCC2CCNC(=O)C(=O)NCc2cccnc2)c(C)c1 (centres undefined),1.7,-0.5,-1.9,-1.1,-21.5,21.5,-6.2,-12.9,0.1,-0.4
COC(=O)Nc1ccc(S(=O)(=O)N2CCCC(C(=O)N3CC(C)OC(C)C3)C2)cc1 (centres undefined),-0.1,-2.9,-3.9,-1.2,nt,nt,-4.8,5.7,2.0,-2.4
O=S(=O)(NCCSc1ccc(Cl)cc1)c1ccc(F)cc1,2.4,nt,-1.0,1.2,25.4,-25.4,-1.3,nt,3.3,12.4
O=C(O)CCN1C(=O)c2ccc(Oc3ccc4c(c3)C(=O)N(CCC(=O)O)C4=O)cc2C1=O,2.3,nt,-0.3,3.1,6.6,-6.6,nt,-1.9,-1.6,1.6
CN(C)C(=O)c1ccc(-n2nc(C(F)(F)F)c3c2CCCC3)cc1,-3.0,-2.7,nt,-2.4,-82.7,82.7*,-2.6,5.0,-0.1,10.0
COC(=O)c1cccc(NC(=S)N2CCCCC2)c1,3.7,-0.4,0.0,0.2,-0.5,0.5,-0.5,-0.2,4.1,3.1
CCCCCCSc1ccc([C@@H]2[C@@H]3C(=O)N(C)C(=O)[C@@H]3[C@]3(C(=O)OC)CCCCN23)cc1,0.4,-10.7,-3.0,-2.6,24.6,-24.6,-6.0,9.5,2.3,-5.6
O=C(CCN1C(=O)c2ccccc2C1=O)NNC(=O)c1ccc(Cl)cc1Cl,1.9,-3.2,0.0,-0.5,-10.9,10.9,-2.4,-11.1,1.2,2.2
COC(=O)C1=C(C)N(CCCC(=O)O)C(=O)NC1c1ccccc1OS(=O)(=O)c1ccc([N+](=O)[O-])cc1 (centres undefined),1.1,1.5,0.2,-2.1,32.0,-32.0,1.2,-4.7,2.2,-3.6
CC(=O)c1cccc(S(=O)(=O)N2CCC(C(=O)Oc3ccc(-c4nnco4)cc3)CC2)c1,-3.4,-2.3,-0.2,-3.2,-4.1,4.1,2.1,5.3,4.2,-13.6
CCOC(=O)c1sc2ncnc(N3CCN(C(=O)OCC)CC3)c2c1C,1.3,2.0,-1.3,1.9,-33.8,33.8,-0.9,7.5,2.3,1.3

4 compounds already listed, arranged by length of the SMILES, ascending:
compound,AddAB inh,Wnt act,CAL PDZ FP-1,Ecoli viability,SR-BI DiI-HDL act,SR-BI HDL uptake,CAL PDZ FP-2,MITF act,phage Ecoli inh,Tat transport
CSc1ccc(/C=N/NC(=O)COc2ccc(Br)cc2Cl)cc1,1.6,-2.0,-0.8,-0.7,5.7,-5.7,-2.1,1.6,2.4,10.6
COc1ccc(C(=O)c2cn[nH]c2-c2cc(C)ccc2O)cc1,0.4,4.1,-2.2,-0.9,-28.1,28.1,-2.1,-9.3,1.9,-0.7
CCOC(=O)c1[nH]c2ccc(Br)cc2c1NC(=O)CCN1CCN(C(=O)OCC)CC1,-0.8,-0.8,-1.2,1.2,-4.1,4.1,-3.4,-2.4,1.7,-2.1
O=C(O)CCN1C(=O)c2ccc(Oc3ccc4c(c3)C(=O)N(CCC(=O)O)C4=O)cc2C1=O,2.3,nt,-0.3,3.1,6.6,-6.6,nt,-1.9,-1.6,1.6

Later entries:
compound,AddAB inh,Wnt act,CAL PDZ FP-1,Ecoli viability,SR-BI DiI-HDL act,SR-BI HDL uptake,CAL PDZ FP-2,MITF act,phage Ecoli inh,Tat transport
CCOC(=O)c1ccc(NC(=O)COC(=O)Cc2csc(-c3ccccc3)n2)cc1,2.8,-1.3,-0.6,1.2,19.8,-19.8,-4.3,14.4,2.7,14.4
CC(C)C(C(=O)Nc1ccc2c(c1)OCO2)N1C(=O)c2ccccc2C1=O (centres undefined),1.1,nt,-0.7,0.8,3.8,-3.8,-0.8,-9.9,5.1,1.0
COc1ccc(-c2c(C#Cc3ccsc3)c3ccccc3n2C)cc1,5.0,11.5,0.1,-0.5,-67.7,67.7,-2.0,4.4,1.1,-1.3
O=C1N/C(=C\c2ccc(N3CCOCC3)c(F)c2)C(=O)N1Cc1ccccc1,1.7,nt,-1.7,-0.6,-8.4,8.4,1.7,-5.8,1.6,6.4
COc1ccc2[nH]cc(CCNS(=O)(=O)c3ccc(C)cc3)c2c1,2.0,-1.5,-1.7,-0.7,nt,nt,-9.1,8.8,2.4,-1.0
Cc1ccc(S(=O)(=O)N(C)C)cc1NC(=O)C(C)OC(=O)/C=C/c1cccs1 (centres undefined),0.5,2.0,0.8,-0.6,48.9,-48.9,-5.5,9.3,2.3,-2.6
CN(C)S(=O)(=O)c1ccc(C(=O)NCCSc2ccccc2)cc1,1.9,nt,-0.3,2.9,-20.8,20.8,0.3,41.0,2.6,0.5
CCOc1ccc(NC(=O)CN(C)C(=O)c2cn(-c3ccccc3)nc2-c2cccs2)cc1OCC,nt,-2.1,0.5,nt,-23.1,23.1,-0.6,-31.6,-2.0,-8.9
COc1ccc(C(=O)COC(=O)CNC(=O)c2ccccc2)cc1F,0.4,-4.1,-0.3,0.9,7.0,-7.0,-2.7,2.9,1.4,0.8
CCC(=O)Nc1ccc(/C(C)=N\NC(=O)c2ccc(OC)cc2)cc1,0.2,3.9,-0.1,-0.1,13.6,-13.6,-4.4,1.1,1.9,9.0
O=C(Nc1ccccc1O)c1cccc(S(=O)(=O)N2CCOCC2)c1,4.8,-1.3,-0.2,1.7,24.3,-24.3,-0.2,-5.2,3.2,-6.1
O=C(Nc1ccc(O)c(-c2nc3ccccc3o2)c1)C1(c2ccc(Cl)cc2)CCCC1,3.7,nt,-0.4,-0.5,-14.4,14.4,-1.9,3.6,0.8,-7.1
COc1ccc(-c2oc3ccc(-c4cc(OC)c(OC)c(OC)c4)cc3c2C(=O)c2ccc(OC)nc2)cc1,0.3,-4.4,-1.0,-2.2,-44.2,44.2,-3.5,-2.7,2.1,-0.9
CCOc1ccc(-c2nnc3sc(COc4ccccc4)nn23)cc1,5.7,nt,-0.2,0.3,-35.9,35.9,18.0,nt,1.9,-0.3
Cc1nc(SCC(=O)Nc2ccc(C)c(F)c2)c2oc3ccccc3c2n1,1.7,nt,-0.2,1.1,17.7,-17.6,-0.8,0.6,2.1,-0.7
Cc1ccc(C)c2[nH]c(=O)c(CCNC(=O)c3cc4ccccc4o3)cc12,1.5,-0.8,-0.3,0.0,5.5,-5.5,nt,nt,3.0,4.8
COc1ccc(CCNC(=O)C(C)OC(=O)c2cccs2)cc1OC (centres undefined),-0.6,-2.0,-0.6,-1.6,7.5,-7.5,-3.2,-0.4,0.9,-5.3
Nc1nc(Nc2ccccc2F)nc(N2CCCC2)c1[N+](=O)[O-],2.9,26.9,-2.5,0.2,-50.6,50.6,-3.4,87.8*,-0.1,8.0

Shown as a hit in MITF act, of those listed so far:
mol	AddAB inh	Wnt act	CAL PDZ FP-1	SR-BI DiI-HDL act	SR-BI HDL uptake	CAL PDZ FP-2	MITF act	phage Ecoli inh	Tat transport
Nc1nc(Nc2ccccc2F)nc(N2CCCC2)c1[N+](=O)[O-]	2.9	26.9	-2.5	-50.6	50.6	-3.4	87.8*	-0.1	8.0

Rows were taken by chance. Share with any hit: about 3.6%.
